TrxR1 substrate: qHTS Assay for Substrates of Mammalian Selenoprotein Thioredoxin Reductase 1 (TrxR1): qHTS; Thioredoxin reductase 1, cytoplasmic (Rattus norvegicus), O89049; purified TrxR1 substrate turnover, NADPH consumption readout; Potency, µM (doses to about 114 µM), without a hit: at the top dose activity change, negative = substrate turnover; 390,000 tested, 0.01% active; AID 588456, 2011; also: potency is read from the fitted curve at half-maximal effect; % is scaled to controls: 0 for no effect and ±100 for the full control effect; nearly all actives have a fitted effect of over 50% in size
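Rat TrxR1, dispensed at 90 nM, was prereduced with 400 uM NADPH (final) for 5 min at ~22 deg C, then incubated with compound 15 min before 400 uM selenite. A first-read NADPH fluorescence drop versus no-compound background flagged substrates.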
rTrxR1 inhibitor: qHTS Assay for Inhibitors of Mammalian Selenoprotein Thioredoxin Reductase 1 (TrxR1): qHTS. Potency, µM (highest dose often 114 µM), inactives show at the highest dose activity change, negative = inhibition, hits mostly inhibitors. Thioredoxin reductase 1, cytoplasmic (Rattus norvegicus), O89049. recombinant rTrxR1, NADPH fluorescence consumption, selenite substrate. 390,000 tested, 1% active; also: potency is read from the fitted curve at half-maximal effect; % is scaled to controls: 0 for no effect and ±100 for the full control effect; nearly all actives have a fitted effect of over 65% in size
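Rat TrxR1 (90 nM in the dispensed reagent) was pre-reduced with 400 uM NADPH for 5 min at room temperature, then incubated with compound for 15 min. After 400 uM selenite was added, NADPH fluorescence (Ex 340/Em 450 nm) was followed for 8 min.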
Vif-A3G inh: qHTS for Inhibitors of Vif-A3G Interactions: qHTS | DNA dC->dU-editing enzyme APOBEC-3G (Homo sapiens), Q9HC16 | 410,000 tested, 0.076% active | AID 602310, 2012 | Potency, µM (titrated, usually from 46.1 µM), inactives show top-dose activity, negative = active, most hits filed as inhibitors | HeLa A3G-eYFP + Vif (tagged APOBEC3G with the HIV-1 protein that degrades it), YFP fluorescence, overnight;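 also: potency is read from the fitted curve at half-maximal effect; % is scaled to controls: 0 for no effect and ±100 for the full control effect; nearly all actives have a fitted effect of over 60% in size; hits raise eYFP signal because A3G escapes Vif-driven loss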
Target sequence (Q9HC16 whole entry, looked up): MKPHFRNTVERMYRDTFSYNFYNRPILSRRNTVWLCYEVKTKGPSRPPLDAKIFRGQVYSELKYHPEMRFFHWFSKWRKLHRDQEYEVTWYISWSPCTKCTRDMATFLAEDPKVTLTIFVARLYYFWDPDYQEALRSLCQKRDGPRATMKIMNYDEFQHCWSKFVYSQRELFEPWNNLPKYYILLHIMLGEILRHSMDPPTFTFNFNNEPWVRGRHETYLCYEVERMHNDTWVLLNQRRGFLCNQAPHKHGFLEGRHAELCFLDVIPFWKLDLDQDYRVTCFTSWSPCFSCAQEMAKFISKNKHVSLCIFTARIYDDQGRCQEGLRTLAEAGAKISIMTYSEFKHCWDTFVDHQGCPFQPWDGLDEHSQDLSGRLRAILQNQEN
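Read-out is eYFP fluorescence (Ex 488/Em 500-530) from Vif-expressing HeLa A3G-eYFP cells; more signal means A3G escaped Vif-mediated degradation. Cells plated overnight, compound pinned in, incubated overnight at 37 deg C.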
USP1 inh: Inhibitors of USP1/UAF1: Primary Screen; recombinant USP1/UAF1, Ub-Rhodamine cleavage fluorescence; Potency, µM (top dose mostly 57.1 µM), without a hit: at the top dose activity change, negative = inhibition, hits mostly inhibitors; 390,000 tested, 0.23% active; also: potency is read from the fitted curve at half-maximal effect; % is scaled to controls: 0 for no effect and ±100 for the full control effect; nearly all actives have a fitted effect of over 60% in size; inactives centre near -12
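USP1/UAF1 complex (1 nM) preincubated 15 min at room temperature with compound, then Ub-Rho substrate (150 nM final) added. Kinetic fluorescence at 480/540 nm over 6 reads at 60 s intervals; 50 mM HEPES pH 7.8, 0.5 mM EDTA, 0.1 mg/ml BSA, 1 mM TCEP, 0.01% Tween-20.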
LDHA inh: qHTS assay for inhibitors of human lactate dehydrogenase; L-lactate dehydrogenase A chain (Homo sapiens), P00338; purified LDHA, NADH/diaphorase-resazurin fluorescence; active compounds read low; 480,000 tested, 0.15% active; activity change, % (values are at about 110 or 230 µM); AID 1347041, 2019; in the data active = activity change below about -30%; inconclusive = mostly about -25% to -30%;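 also: plate controls were DMSO wells for no effect and wells without enzyme for full effect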
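Remaining NADH was detected by diaphorase (0.133 mg/mL) converting 37 µM resazurin to fluorescent resorufin, read at 0 and 20 minutes. The preceding 5-minute room-temperature reaction used 2 nM LDHA, 0.2 mM sodium pyruvate and 0.06 mM NADH at pH 7.4.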
RGS4 inhibitor: Inhibitors of Regulator of G Protein Signaling (RGS) 4: qHTS; Regulator of G-protein signaling 4 (Homo sapiens), P49798; Transcreener GDP fluorescence polarization, RGS4-accelerated GTP hydrolysis; Potency, µM (doses to about 114 µM), for inactives: top-dose activity change, negative = inhibition, actives largely listed as inhibitors; 390,000 tested, 0.039% active; also: potency is read from the fitted curve at half-maximal effect; % is scaled to controls: 0 for no effect and ±100 for the full control effect; nearly all actives have a fitted effect of over 75% in size; some results filed as inactive show a strong effect at the top dose
Target sequence (P49798 whole entry, looked up): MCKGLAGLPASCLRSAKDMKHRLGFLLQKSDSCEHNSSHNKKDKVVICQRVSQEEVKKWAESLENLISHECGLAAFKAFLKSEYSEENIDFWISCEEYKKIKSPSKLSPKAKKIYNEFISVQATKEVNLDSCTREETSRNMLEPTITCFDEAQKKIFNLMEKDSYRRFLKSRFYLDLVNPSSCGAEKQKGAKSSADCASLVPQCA
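MLSMR compounds (23 nl, pin-transferred) preincubated 10 min at room temperature with a 500nM (2x) first reagent, then RGS4 at 900nM (2x) plus Transcreener GDP mix added; fluorescence polarization (620/688 nm) read before and after 90 min at 30 °C.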
GRP78 ERSR act: qHTS for Inducers of the Endoplasmic Reticulum Stress Response (ERSR) in Human Glioma: qHTS | U87-MG GRP78 promoter luciferase reporter, 16 h | AID 602332, 2012 | 420,000 tested, 0.02% active | Potency, µM, for the others: at the highest dose activation, most hits filed as activators; also: potency is read from the fitted curve at half-maximal effect; series mostly up to about 76 µM; % of control where 0% means no effect; nearly all actives have a fitted effect of over 35% in size
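Stably transfected U87-MG glioma cells carrying a GRP78-based luciferase sensor; 16 h compound incubation. Luminescence end-point read 10 min after Bright-Glo addition at room temperature.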
IDH1 R132H inh: qHTS for Inhibitors of mutant isocitrate dehydrogenase 1 (IDH1): qHTS. 390,000 tested, 0.093% active. Potency, µM (top dose mostly 76.6 µM), for inactives: at the highest dose activity change, negative = inhibition, actives largely listed as inhibitors. IDH1-R132H enzyme, NADPH consumption, diaphorase/resazurin fluorescence; also: potency is read from the fitted curve at half-maximal effect; % is scaled to controls: 0 for no effect and ±100 for the full control effect; nearly all actives have a fitted effect of over 65% in size
Target sequence (O75874 whole entry R132H, stated change not applied): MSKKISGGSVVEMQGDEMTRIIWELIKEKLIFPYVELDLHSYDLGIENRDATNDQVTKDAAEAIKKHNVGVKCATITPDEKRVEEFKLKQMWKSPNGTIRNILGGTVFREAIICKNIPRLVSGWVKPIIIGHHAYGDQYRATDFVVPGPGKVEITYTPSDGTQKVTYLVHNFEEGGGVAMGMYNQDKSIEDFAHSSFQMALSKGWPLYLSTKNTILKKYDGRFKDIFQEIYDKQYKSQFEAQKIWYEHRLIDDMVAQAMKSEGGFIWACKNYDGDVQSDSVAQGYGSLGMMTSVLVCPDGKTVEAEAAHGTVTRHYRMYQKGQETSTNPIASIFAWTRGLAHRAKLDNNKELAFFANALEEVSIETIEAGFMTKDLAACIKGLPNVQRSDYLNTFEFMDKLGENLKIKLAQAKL
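IDH1-R132H (0.5 ug/mL) preincubated 30 min with compound, then NADPH (0.016 mM) and alpha-KG (2 mM) added; 80 min at RT, pH 7.5. Remaining NADPH coupled via diaphorase/resazurin to fluorescence (540/590 nm); concentration-response curves normalized to no-enzyme control.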
Vif-A3F inh: qHTS for Inhibitors of Vif-A3F Interactions: qHTS | HeLa A3F-eYFP + Vif (tagged APOBEC3F with the HIV-1 protein that degrades it), YFP fluorescence increase | Potency, µM (highest dose often 46.1 µM), for the others: top-dose activity, negative = active | 390,000 tested, 0.2% active; also: potency is read from the fitted curve at half-maximal effect; % of control where 0% means no effect; nearly all actives have a fitted effect of over 65% in size
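HeLa cells stably expressing A3F-eYFP plus Vif, plated and incubated overnight at 37 deg C, then exposed to compounds overnight at 37 deg C. Blocked degradation read as raised yellow fluorescence (Ex 488/Em 500-530).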
Numbers without * were called inactive; ? = inconclusive; . = not tested or not shown; & = joins results of further samples; [ ] = another dose, or the depositor's remark. Unless noted, calls follow the shape of the dose curve; as a rule, active = well fitted curve in the direction sought with a large enough effect; inconclusive = small, poorly fitted or top-dose-only effect, or another doubt; inactive = no such curve, though single readings can be large; an effect the other way counts as inactive or inconclusive. The list is partial, so the mix of outcomes need not match the whole.

entry | Molecule | IDH1 R132H inh | USP1 inh | rTrxR1 inhibitor | Vif-A3F inh | RGS4 inhibitor | LDHA inh | GRP78 ERSR act | TrxR1 substrate | Vif-A3G inh
1 | COC(=O)c1c(C)[nH]c(-c2csc(N)n2)c1C | -9% | ? | 25% | -1% | -44% | 10 | 1% | -4% | ?
2 | O=C(O)c1cccc(S(=O)(=O)NNc2ccccc2C(F)(F)F)c1 | 4% | -8% | 2% | 9% | ? | 26 | -3% | -5% | -2%
3 | O=C(c1ccc2nccnc2c1)N1CCCC(Nc2ccc(F)c(F)c2)C1 (stereo not drawn) | 4% | -18% | -3% | 0% | 14% | -1 | 0% | -8% | -2%
4 | O=C(CSc1nnc(Cc2cccs2)n1Cc1ccco1)Nc1ccc(Br)cc1 | -3% | -4% | ? | 4% | -13% | -3 | -4% | -12% | -16%
5 | Cc1ccc(S(=O)(=O)N2CCC(c3nnc(SCCN4CCCC4)n3C)CC2)cc1 | 0% | -24% | 0%[57.1 µM] | 13% | -1% | -21 | -1% | -2%[57.1 µM] | 5%
6 | CCCn1c(SCC(=O)N2c3ccccc3Sc3ccccc32)nc2c1c(=O)n(C)c(=O)n2C | 4% | -4% | 9% | 1% | -35% | -4 | -4% | 1% | 2%
7 | NC(=O)Cn1c(O)c(N=NC(=O)CNC(=O)/C=C/c2ccccc2)c2ccccc21 | 3% | -24% | 9% | 5% | -18%[56.9 µM] | -1 | 8% | -5% | -1%
8 | Cn1nc(-c2ccc(Cl)cc2)c2cc(C(=O)N3CCN(c4ccccc4)CC3)sc21 | 0% | -25% | -20% | 3% | 16% | -13 | -4% | -12% | 0%
9 | O=C(c1ccccc1)N(Nc1ccccc1)c1ccccc1 | 7% | -20% | 3% | -16% | -16% | -4 | 0% | -5% | -12%
10 | COc1ccc(OCC(=O)Nc2ccc(S(=O)(=O)N(C)c3ccccc3)cc2)cc1 | -9% | -26% | 24% | 1% | -10% | -10 | -1% | -1% | 2%
11 | O=C(CC(C(=O)N1CCc2ccccc21)n1ccnc1)NCc1ccccc1 (stereo not drawn) | 7% | -1% | 19% | 0% | -27% | 5 | -2% | 10% | 1%
12 | Cc1ccc(/C=N/NC(=O)c2nnn(-c3nonc3N)c2CN(C)C)o1 | 17% | -1% | -16%[57.1 µM] | -6% | -1% | -1 | -5% | -8%[57.1 µM] | 0%
13 | C/C(Cn1nnc([N+](=O)[O-])n1)=N\NC(=O)c1ccc(O)cc1 | 19% | -27% | 21% | 11% | -11% | 9 | 4% | 6% | -3%
14 | CCOC(=O)COc1ccccc1/C=C1\NC(=O)NC1=O | 4% | -25% | 14%[57.1 µM] | 0% | 1% | -18 | 8% | 6%[57.1 µM] | 5%
15 | Cn1c(=O)n(C)c2cc(NS(=O)(=O)c3ccc(Br)s3)ccc21 | -8% | -19% | -1% | -27% | 20% | -4 | -2% | -3% | 1%
16 | O=C1CC(c2nc(-c3ccccc3)no2)CN1c1ccccc1 (stereo not drawn) | 5% | -27% | 15%[57.1 µM] | 4% | -6% | -1 | -1% | 2%[57.1 µM] | -4%
17 | CCC(c1nnnn1C(C)(C)CC)N(CCCN1CCOCC1)Cc1cc2cccc(C)c2[nH]c1=O (stereo not drawn) | 2% | -21% | 35µM* | 1% | -32% | 11 | 1% | 15% | -5%
18 | O=[N+]([O-])c1cccc(/C=C/c2nc[nH]c2[N+](=O)[O-])c1 | 4% | -20% | 12% | -4% | -30%[11.4 µM] | -3 | 2% | 1% | -2%
19 | O=Cc1cc(Br)c(OC(=O)N2CCOCC2)c(Br)c1 | 1% | -18% | 12% | 1% | -6% | -2 | 2% | 1% | -2%
20 | O=C(CSc1nc(Nc2ccccc2)nc(N2CCOCC2)n1)Nc1ccccc1Cl | 9% | -14% | 12% | -6% | -10% | 0 | -4% | 6%[57.1 µM] | -2%
21 | COC(=O)c1ccc(NC(=O)Cc2ccc(F)cc2)cc1 | 0% | -7% | 8% | -19% | 29% | -15 | -3% | -3% | 2%
22 | CCOC(=O)N1CCC(NC(=O)c2cccc3c2C(=O)N(Cc2cccnc2)C3)CC1 | 1% | -7% | -5% | 0% | -22% | -7 | 2% | 7%[57.1 µM] | 2%
23 | Cc1ccc2ccc3ccc(C)nc3c2n1 | -5% | ? | 14% | 11% | 0% | ? | 3% | 2% | 2%
24 | O=c1[nH]c(CCl)nc2cc(-c3ccc(F)cc3)sc12 | 3% | -31% | ? | 2% | -21% | -2 | -13% | 10% | -24%
25 | Cn1c(=O)oc2cc(S(=O)(=O)N3CCCC(C(=O)N4CCN(c5ccccc5F)CC4)C3)ccc21 (stereo not drawn) | -5% | -24% | -3% | -2% | 11% | 1 | -4% | -6% | 5%
26 | O=C(NCCN1CCOCC1)c1cccc(S(=O)(=O)NCc2ccccc2)c1 | 3% | -10% | -11% | -13% | 6% | -3 | -1% | -5% | -4%
27 | CCOc1cc(CNc2ccc3c(c2)OCCO3)cc(Br)c1OCC | 6% | -18% | -22%[57.1 µM] | -8% | -11% | 11 | -12% | 7%[57.1 µM] | ?
28 | COc1cc2c(cc1CNC[C@H]1O[C@@H](n3ccc(N)nc3=O)[C@H](O)[C@@H]1O)OCO2 | -2% | -20% | . | 1% | . | 0 | -4% | . | 4%
29 | Cc1cccc(C(=O)Nc2ccc(N3CCC(N4CCCCC4)CC3)c(C(=O)O)c2)c1 | -10% | -12% | 13%[57.1 µM] | 1% | 21% | -11 | -2% | -1%[57.1 µM] | -2%
30 | CC(Oc1ccc2c(-c3ccccc3)cc(=O)oc2c1)C(=O)NCCN1CCOCC1 (stereo not drawn) | 0% | -14% | -8% | 2% | 0% | -2&5 | 7% | -14% | 2%
31 | CCOC(=O)c1sc(NC(=O)CNC(=O)Cn2cnc3sc(C)c(C)c3c2=O)nc1C | 3% | -9% | 4% | 6% | -28% | 0 | -6% | 0% | -4%
32 | CCCn1c(N2CCN(CC(=O)c3c(C)n(C)c4ccc(OC)cc34)CC2)nc2c1c(=O)[nH]c(=O)n2C | -6% | -22% | -15% | 4% | -42% | 8 | -6% | -5% | 0%
33 | Cc1ccc2nc(SC(C)C(=O)N3CCCCC3)[nH]c2c1 (stereo not drawn) | -6% | 2% | 1% | -2% | 16% | -5 | 4% | 8%[57.1 µM] | 0%
34 | COc1ccc(NC(=O)CN2CCN(c3nc(-c4ccc(F)cc4)cs3)CC2)c(OC)c1 | 1% | -12% | 13%[57.1 µM] | -4% | -22% | -3 | -5% | 5%[57.1 µM] | 4%
35 | CCOc1ccc(NC(=O)CCC(=O)NNC(=O)NC2CCCCC2)cc1 | 5% | -18% | 10% | -16% | -47% | -1 | -6% | 4% | -2%
36 | COC(=O)c1ccccc1NC(=O)Nc1cccc(C)n1 | 14% | -15% | -1% | -9% | -21% | 0 | -2% | 8% | 1%

Entries of single compounds as entered above:
`Cc1ccc(S(=O)(=O)N2CCC(c3nnc(SCCN4CCCC4)n3C)CC2)cc1` as listed: IDH1 R132H inh: 0%; USP1 inh: -24%; rTrxR1 inhibitor: 0%[57.1 µM]; Vif-A3F inh: 13%; RGS4 inhibitor: -1%; LDHA inh: -21; GRP78 ERSR act: -1%; TrxR1 substrate: -2%[57.1 µM]; Vif-A3G inh: 5%
`O=C(c1ccc2nccnc2c1)N1CCCC(Nc2ccc(F)c(F)c2)C1` (stereo not drawn) as listed: IDH1 R132H inh: 4%; USP1 inh: -18%; rTrxR1 inhibitor: -3%; Vif-A3F inh: 0%; RGS4 inhibitor: 14%; LDHA inh: -1; GRP78 ERSR act: 0%; TrxR1 substrate: -8%; Vif-A3G inh: -2%
`O=C(CC(C(=O)N1CCc2ccccc21)n1ccnc1)NCc1ccccc1` (stereo not drawn) as listed: IDH1 R132H inh: 7%; USP1 inh: -1%; rTrxR1 inhibitor: 19%; Vif-A3F inh: 0%; RGS4 inhibitor: -27%; LDHA inh: 5; GRP78 ERSR act: -2%; TrxR1 substrate: 10%; Vif-A3G inh: 1%
